D3 antag: D3 dopamine receptor (human) antagonism | max response, negative = inhibition, % | AID 652054 | D3R cells, DiscoveRx beta-arrestin luminescence, antagonist mode; hits give low values | P35462 | 360,000 compounds, 2.5% hits; in the data active = max response below about -50%; inconclusive = no clear call, values can overlap the other calls; note: % is set by controls: 0 for no effect and ±100 for the full control effect; mostly tested at two doses, the higher about 12 µM
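Cells expressing the human receptor were seeded at 1500 cells/well, incubated overnight at 37 degrees C in 5% CO2, then exposed to library compounds with dopamine controls for 90 minutes at 37 degrees C before luminescent detection.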
aSyn rescue: rescues yeast growth from alpha-synuclein toxicity; Yeast expressing alpha-synuclein, growth rescue, BacTiter-Glo, 24 h; Potency, µM (top dose mostly 46.1 µM), without a hit: top-dose growth rescue (activation), actives largely listed as activators; 370,000 compounds, 0.14% hits; note: potency is the fitted concentration of half-maximal effect; % of control where 0% means no effect; nearly all actives have a fitted effect of over 65% in size
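Galactose-induced alpha-syn yeast (OD600=0.02, raffinose-pregrown) + pinned cpd, 24 hr, 30 deg C; growth by BacTiter-Glo luminescence. Growth restoration scores as activation.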
FUS suppressor: FUS proteinopathy suppression in yeast; AID 1347120; Potency, µM (doses to about 76.6 µM), without a hit: at the highest dose growth rescue (activation), most hits filed as activators; S. cerevisiae FUS-expressing, growth rescue, OD600, 24 h; 390,000 compounds, 0.24% hits;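 note: potency is the fitted concentration of half-maximal effect; plate controls were DMSO vehicle for no effect and reference control for full effect; nearly all actives have a fitted effect of over 55% in size; some results filed as inactive show a strong effect at the top dose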
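Read-out: OD at 600 nm after 24hr at 30C, reporting rescue of FUS-induced yeast toxicity. Cells at OD 0.005 in galactose (2%) minimal medium; compounds tested in a dilution series; CP55940 titration from 92uM final as control.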
TDP43 rescue: inhibitors of TDP-43 toxicity in yeast | AID 652104 | 410,000 compounds, 1.8% hits | Potency, µM (top dose mostly 46.1 µM), for inactives: at the highest dose growth rescue (activation), actives largely listed as activators | TDP-43 expressing yeast growth rescue, BacTiter-Glo, 24 h; note: potency is the fitted concentration of half-maximal effect; % of control where 0% means no effect; nearly all actives have a fitted effect of over 50% in size
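Yeast expressing TDP-43 (pregrown in raffinose, seeded at OD600=0.02 in galactose medium) exposed to compounds 24 hr at 30 deg C. Growth read by BacTiter-Glo luminescence; rescue of toxicity appears as increased signal.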
GLP-1R inv ag: inverse agonists of human GLP-1 receptor. HEK293 GLP-1R CRE-luciferase, luminescence, 24 h; GLP-1R form is constitutively active. AID 624417. P43220. 410,000 compounds, 1.6% hits. Potency, µM (doses to about 38.3 µM), inactives show top-dose activity change, negative = inhibition, actives largely listed as inhibitors; note: potency is the fitted concentration of half-maximal effect; % is set by controls: 0 for no effect and ±100 for the full control effect; nearly all actives have a fitted effect of over 55% in size
Target sequence (P43220 whole entry, looked up): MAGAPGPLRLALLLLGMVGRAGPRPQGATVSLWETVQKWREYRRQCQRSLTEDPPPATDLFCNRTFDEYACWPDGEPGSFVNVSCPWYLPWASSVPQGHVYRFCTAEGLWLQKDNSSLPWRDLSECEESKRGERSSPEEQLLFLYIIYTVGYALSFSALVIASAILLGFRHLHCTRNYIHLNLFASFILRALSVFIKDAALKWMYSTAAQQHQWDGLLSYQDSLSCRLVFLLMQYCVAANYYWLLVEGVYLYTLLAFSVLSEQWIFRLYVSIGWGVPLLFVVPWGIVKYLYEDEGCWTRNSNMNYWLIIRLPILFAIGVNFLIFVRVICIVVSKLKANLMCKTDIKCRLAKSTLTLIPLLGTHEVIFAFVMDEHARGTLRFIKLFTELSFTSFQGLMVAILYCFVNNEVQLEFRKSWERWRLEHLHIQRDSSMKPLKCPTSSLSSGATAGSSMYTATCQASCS
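Readout was luciferase luminescence, measured 12 min after detection reagent at room temperature. Beforehand, GLP-1R reporter HEK293 cells had sat 12 h, then received compounds for 24 hr at 37 deg C.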
PTHR1 agonist: activates the human parathyroid hormone receptor PTHR1; Q03431; HEK293 GP2 PTHR1 cells, GloSensor cAMP luminescence, 1 h; Potency, µM (top dose mostly 115 µM), without a hit: at the highest dose activation, usual class: activators; 410,000 compounds, 0.075% hits; note: potency is the fitted concentration of half-maximal effect; nearly all actives have a fitted effect of over 55% in size; some results filed as inactive show a strong effect at the top dose; inactives centre near -15; many of its hits are not listed in these tables
Target sequence (Q03431 whole entry, looked up): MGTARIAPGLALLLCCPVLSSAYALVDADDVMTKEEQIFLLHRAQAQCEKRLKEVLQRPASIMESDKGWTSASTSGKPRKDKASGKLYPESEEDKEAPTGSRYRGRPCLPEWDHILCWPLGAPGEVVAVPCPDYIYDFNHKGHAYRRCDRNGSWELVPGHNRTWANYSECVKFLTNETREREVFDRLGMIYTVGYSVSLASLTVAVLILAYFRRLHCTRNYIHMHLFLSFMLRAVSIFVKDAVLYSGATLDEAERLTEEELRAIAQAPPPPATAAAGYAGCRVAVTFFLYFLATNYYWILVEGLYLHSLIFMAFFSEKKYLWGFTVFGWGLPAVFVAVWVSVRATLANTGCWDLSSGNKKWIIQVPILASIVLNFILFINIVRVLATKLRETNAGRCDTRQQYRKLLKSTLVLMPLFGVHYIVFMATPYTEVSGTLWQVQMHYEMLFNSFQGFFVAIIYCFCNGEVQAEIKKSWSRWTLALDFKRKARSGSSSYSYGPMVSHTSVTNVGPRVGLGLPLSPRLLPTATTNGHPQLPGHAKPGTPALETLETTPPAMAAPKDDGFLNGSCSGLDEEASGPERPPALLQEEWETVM
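HEK-293-derived GP2 cells expressing PTHR1 and a GloSensor cAMP reporter, 3,000/well, plated overnight, given luciferin plus IBMX (each 0.5 mM as added) for 1 h at 37 °C, then compound for 1 h at 37 °C. Luminescence was read after 15 min at room temperature.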
GLP-1R agonist: agonists of human GLP-1 receptor | HEK293 GLP-1R CRE-luciferase, luminescence, 4-6 h; cells express a hypersensitive GLP-1R form | Potency, µM (highest dose often 45.6 µM), inactives show at the top dose activation, actives largely listed as activators | 380,000 compounds, 0.007% hits | AID 624172; note: potency is the fitted concentration of half-maximal effect; % of control where 0% means no effect
Abeta rescue: restores growth of yeast expressing A-beta42 peptide; Potency, µM (top dose mostly 46.1 µM), for inactives: top-dose growth rescue, actives largely listed as activators; AID 1347071; yeast expressing A-beta42, growth rescue, OD600, 48 h; response scale: 0% DMSO, 100% iron-clioquinol control; 410,000 compounds, 0.063% hits; note: potency is the fitted concentration of half-maximal effect; nearly all actives have a fitted effect of over 55% in size
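Yeast A-beta toxicity model in growth medium with pinned compounds, 48 h at 30 C; growth read as absorbance at 600 nm. Normalized to FeCl3/clioquinol equimolar mix (positive) and DMSO (negative).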
pAkt inh: blocks phosphorylation of Akt | 360,000 compounds, 0.32% hits | Neuro2A IGF-stimulated pAkt S473 HTRF, 20 min; hits give low values | activity change, % for hits at 50 µM | AID 651550; in the data active = activity change below about -80%; inconclusive = mostly about -51% to -80%; note: % is set by controls: 0 for no effect and ±100 for the full control effect
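Single-point screen (50 µM final compound) in Neuro2A cells stimulated 20 min with 6 nM IGF at 37 deg C. After lysis, Ser473-phosphorylated Akt read by HTRF (ex 330 nm, em 615/665 nm) as the 665/615 ratio.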
* = called active by the depositor; i = inactive; ? = inconclusive; nt = not tested or not shown; & = joins results of further samples; [ ] = dose if it differs, or a comment. Unless noted, calls come from the whole dose curve; as a rule, active = well fitted curve in the direction sought with a large enough effect; inconclusive = small, poorly fitted or top-dose-only effect, or another doubt; inactive = no such curve, though single readings can be large; an effect the other way counts as inactive or inconclusive. Some of the compounds tested; count on the stated rates, not on these rows.

SMILES | D3 antag | aSyn rescue | FUS suppressor | TDP43 rescue | GLP-1R inv ag | PTHR1 agonist | GLP-1R agonist | Abeta rescue | pAkt inh
O=C(NCc1ccccc1)C1=C[C@H](c2csc3ccccc23)C[C@H](OCc2ccc(CO)cc2)O1 | 0 | 3% | ? | 11% | ? | i | 2% | 18% | i
COc1ccccc1N1CCN(CC(=O)N2N=CCC2c2ccccc2)CC1 (stereo unspecified) | -13 | -2% | -2% | -14% | ? | i | 5% | -18% | i
O=C(CS(=O)(=O)c1ccccc1)N1CCc2ccccc21 | 6 | 1% | 7% | -12% | -2% | -17% | 3% | -5% | i
COc1ccccc1-c1cccc([C@@H]2C[C@H]3[C@H](CON3C)CN2C(=O)C(C)(C)C)c1 | -5 | 1% | -5% | 7% | -8% | -10% | 5% | -27% | i
CCC(C)SCc1nc2ccccc2[nH]1 (stereo unspecified) | 2 | -11% | -9% | -6% | -2% | i | -17% | 7% | i
Cc1ccc(C(=O)CC2(O)C(=O)N(C)c3ccccc32)s1 (stereo unspecified) | 4 | -1% | -8% | 15% | 4% | i | -4% | 22% | i
O=C(c1cc([N+](=O)[O-])ccc1N1CCCCC1)N1CCCC1 | 0 | 2% | nt | -3% | 12% | i | -1% | 21% | i
CCOC(=O)C1CCCN(C(=O)c2ccc(-c3ccccc3Cl)o2)C1 (stereo unspecified) | -4 | -3% | 35% | 26% | ? | -8% | 31% | -36% | i
CCCNC1CCS(=O)(=O)C1 (stereo unspecified) | 4 | 3% | -2% | 24% | 6% | i | -4% | 12% | i
O=C(Nc1cccc(C(=O)OCc2cc(=O)n3c4c(sc3n2)CCCC4)c1)c1ccccc1 | nt | nt | -1% | 10% | -7% | -5% | nt | -28% | nt
CCOC(=O)c1[nH]c(=O)[nH]c1COC(=O)c1cc2ccccc2o1 | -19 | -2% | nt | ? | 0% | i | -9% | -6% | i
Cc1ccccc1NC(=S)NNC(=O)c1cccnc1 | 10 | 0% | 5% | ? | 16% | i | 1% | ? | i
Cc1ccccc1CC(=O)N1CCCC1 | -10 | 0% | -13% | -13% | 6% | i | 6% | -14% | i
N#C/C(=C\c1cn[nH]c1-c1ccccc1Br)C(=O)O | -10 | 4% | 5% | 16% | 15% | -5% | -1% | 4% | i
CCOC(=O)CSc1nnc(NC(=O)c2ccc3c(c2)OCO3)s1 | -22 | 1% | nt | -1% | -15% | -70%[inhibitor] | -1% | -10% | i
CCO[C@H]1OC(C(=O)N2CCN(Cc3ccc4c(c3)OCO4)CC2)=C[C@@H](c2ccccc2)[C@@H]1CCCO | -13 | 1% | 1% | 14% | ? | i | 11% | 3% | i
CCCc1cc(=O)oc2cc(OC(C)C(=O)NC3CC(C)(C)NC(C)(C)C3)ccc12 (stereo unspecified) | -1 | 9% | -21% | 10% | -21% | i | 5% | -11% | nt
Cc1ccc(OCc2ccc(C(=O)Nc3cc(C)on3)o2)c([N+](=O)[O-])c1 | -12 | -7% | 15% | 0% | 3% | -17% | -1% | -7% | i
COC(=O)C(CCSC)NC(=O)Cn1ncc2c([nH]c3ccccc32)c1=O (stereo unspecified) | nt | nt | -14% | 21% | 6% | i | nt | 0% | nt
O=C(NCCCn1ccnc1)c1cc2ccccc2oc1=O | 19 | -8% | -17% | -13% | 18% | -3% | -11% | 19% | i
COc1ccccc1-c1nc2c(c(SCc3cccc(Cl)c3)n1)Cc1c(CO)cnc(C)c1O2 | nt | nt | 8% | 14% | 18% | -22% | nt | 3% | nt
O=C(CN1CCN(C2CCCCC2)CC1)NCCC1=CCCCC1 | -11 | 0% | -9% | -5% | -1% | -4%[57.5 µM] | -1% | -1% | i
Cc1ccc2nc(-c3ccc(NC(=O)COc4ccc(Cl)c(C)c4)cc3)sc2c1 | nt | nt | -6% | 3% | -9% | i | nt | -23% | nt
COc1cccc(-c2nnc3n(Cc4ccc(C)cc4)c(=O)c4ccccc4n23)c1O | nt | nt | ? | 18% | -19% | -16% | nt | -14% | nt
Cc1cc(C)c2c(=O)[nH]n(C3CCOC(C)(C)C3)c2n1 (stereo unspecified) | 3 | 1% | -24% | -1% | 3% | -21% | -1% | 5% | i
Continuation:
SMILES | D3 antag | aSyn rescue | FUS suppressor | TDP43 rescue | GLP-1R inv ag | PTHR1 agonist | GLP-1R agonist | Abeta rescue | pAkt inh
O=C(COC(=O)C1CCCO1)Nc1nc(-c2ccc(F)cc2)cs1 (stereo unspecified) | 3 | 10% | -7% | -3% | 14% | -22% | 2% | 5% | i
CCc1ccc(NC(=O)C2CCCN(S(=O)(=O)c3ccc4[nH]c(=O)ccc4c3)C2)cc1 (stereo unspecified) | -6 | 1% | 11%&-20% | 7%&26% | -12%&4% | -25%&-29% | -2% | -5%&-37% | i
CCOC(=O)C(NC(=O)NCc1ccc(F)cc1)(OCC)C(F)(F)F (stereo unspecified) | -10 | 0% | -6% | 21% | ? | -13% | 2% | ? | i
Cc1nn(C)cc1/C=N\NC(=O)c1ccc2c(c1)c(C)c(C)n2Cc1ccccc1 | -22 | -5% | ? | -1% | 49%[activator] | i | 9% | -9% | i
CNS(=O)(=O)c1ccc2c3c(cccc13)C(=O)N2C | 12 | -1% | -1% | 0% | 53%[activator] | i | 13% | 1% | i
CCc1ccc[n+](-c2[nH]c(=O)sc2/C=N/N=C(\[O-])c2ccncc2)c1 | -2 | 0% | -18% | 0% | -10% | -15% | -5% | 8% | i
CCC(C)NC(=O)C1CCN(C(=O)c2cc3sccc3n2Cc2ccc(Cl)cc2)CC1 (stereo unspecified) | nt | nt | 28% | 5% | -16% | -96%[inhibitor] | nt | -11% | nt
NS(=O)(=O)c1ccc(NC(=O)COC(=O)C2CC(=O)N(Cc3ccccc3)C2)cc1 (stereo unspecified) | 15 | 4% | 4% | -4%[0.397 µM] | 49%[activator] | i | -6% | -1% | i
O=C(CCCc1c[nH]c2ccccc12)N1CCN(S(=O)(=O)c2cccs2)CC1 | 13 | 2% | 7% | -1% | ? | -33%[inhibitor][57.5 µM] | -1% | -2% | i
COc1cc(Cn2c(C(=O)O)cc3sccc32)cc(OC)c1OC | 13 | 13% | 17% | 3% | 17% | -4% | -1% | 13% | i
COc1ccccc1CCCNC(=O)C1CCC(=O)N(CCc2ccc(Cl)cc2)C1 (stereo unspecified) | -18 | 6% | nt | 23% | ? | -49%[inhibitor] | 1% | 11% | i
COc1ccc(N=C2NC(=O)S/C2=C\c2ccc(N(C)C)cc2)cc1 | -66* | -8% | 53% | -16% | ? | -18% | -14% | -9% | i
CC#CC[N+](C)(C)CCCCCC | 7 | 9% | -16% | -4% | -1% | i | 12% | 0% | i
CC(=O)N1CCCc2cc(S(=O)(=O)CCC(=O)Nc3cccc(C)c3C)ccc21 | 2 | 1% | -14% | -2% | -16% | i | -1% | 2% | i
CCS(=O)(=O)N1CCC(NC(C)=O)(c2ccccc2)CC1 | 7 | -1% | 9% | -20% | 21% | i | -3% | -3% | i
CCOC(=O)C1CCN(C(=O)CNS(=O)(=O)c2cccs2)CC1 | -4 | -11% | 9% | -9% | 17% | i | -4% | -8% | i
Cc1c(NS(=O)(=O)c2ccc3c(c2)OCCO3)cccc1-c1nc2cccnc2s1 | 17 | ? | 36% | 35µM* | ? | -33%[inhibitor] | 18% | -15% | i
Cc1cccc(CSc2nnc(CCNC(=O)OC(C)(C)C)o2)c1 | 4 | 13% | 13% | 6% | ? | -15% | 9% | 11% | i
CC(=O)Nc1ccc(S(=O)(=O)N2CCc3cc4c(cc3C2C)OCCCO4)cc1 (stereo unspecified) | -1 | 4% | 18% | -4% | -22% | i | 10% | 4% | i
O=C(O)/C=C/C(=O)NNC(=O)c1ccc(Br)cc1 | -8 | 9% | nt | ? | 9% | -13% | 13% | 6% | i
CCn1c(C)nc2cc(C(=O)NNC(=O)CN(C)S(=O)(=O)c3ccc(NC(C)=O)cc3)ccc21 | -1 | 2% | -10% | 24% | -1% | i | 3% | -8% | i
CCOc1ccc(Cl)cc1-c1cc(C(=O)Nc2ccc(OC)nc2)[nH]n1 | 0 | -2% | -5% | 4% | -26% | -51%[inhibitor] | 22% | 4% | i
C=CCn1c(SCC(=O)NCC2CCCO2)nnc1C1CCCCC1 (stereo unspecified) | -6 | -16% | 0% | 6% | 12% | i | -7% | 20% | i
COc1ccc(CNC(=O)Cn2c(=O)nc(-c3ccccc3)c3ccccc32)cc1OC | nt | nt | 0% | 14% | ? | -39%[inhibitor] | nt | 3% | nt
Cc1c(C(=O)N(C)Cc2ccc(F)cc2)sc(=O)n1Cc1ccccc1C#N | 3 | 6% | 12% | 13% | 2% | i | -5% | -18% | i
Cc1ccccc1NS(=O)(=O)c1nnc(NC(=O)C(C)C)s1 | 9 | 2% | -20% | 15% | -6% | i | -1% | -25% | i
CC(C)CCn1nc(C(=O)OCC(=O)NC(C)c2ccccc2)c2ccccc2c1=O (stereo unspecified) | 7 | 0% | 30% | 9% | 8% | i | 6% | -7% | i

Part of the list above in order of SMILES length, ascending.
SMILES | D3 antag | aSyn rescue | FUS suppressor | TDP43 rescue | GLP-1R inv ag | PTHR1 agonist | GLP-1R agonist | Abeta rescue | pAkt inh
CNS(=O)(=O)c1ccc2c3c(cccc13)C(=O)N2C | 12 | -1% | -1% | 0% | 53%[activator] | i | 13% | 1% | i
CCS(=O)(=O)N1CCC(NC(C)=O)(c2ccccc2)CC1 | 7 | -1% | 9% | -20% | 21% | i | -3% | -3% | i
CCC(C)NC(=O)C1CCN(C(=O)c2cc3sccc3n2Cc2ccc(Cl)cc2)CC1 (stereo unspecified) | nt | nt | 28% | 5% | -16% | -96%[inhibitor] | nt | -11% | nt
CCc1ccc[n+](-c2[nH]c(=O)sc2/C=N/N=C(\[O-])c2ccncc2)c1 | -2 | 0% | -18% | 0% | -10% | -15% | -5% | 8% | i
